# NCF1 inh: inhibitors of human p47phox binding | P14598 | p47phox/p22phox peptide binding, fluorescence polarization, 2 h | inhibition, % at 24.7 µM | 0.53% of 220,000 active | AID 1274;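 note: 0% = p47phox with labelled peptide and 100% = labelled peptide alone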
# Target sequence (P14598 whole entry, looked up): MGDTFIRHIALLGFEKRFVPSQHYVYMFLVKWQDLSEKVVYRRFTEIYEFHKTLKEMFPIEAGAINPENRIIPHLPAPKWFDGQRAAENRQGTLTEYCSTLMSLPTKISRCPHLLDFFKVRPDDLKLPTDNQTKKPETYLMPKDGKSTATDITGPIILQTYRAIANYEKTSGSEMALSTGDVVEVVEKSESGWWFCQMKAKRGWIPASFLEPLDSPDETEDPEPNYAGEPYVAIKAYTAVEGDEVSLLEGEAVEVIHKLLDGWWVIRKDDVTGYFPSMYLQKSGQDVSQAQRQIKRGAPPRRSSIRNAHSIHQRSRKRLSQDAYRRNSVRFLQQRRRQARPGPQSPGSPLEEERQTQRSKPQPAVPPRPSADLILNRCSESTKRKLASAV
# eIF4E-4G inh: blocks eIF4E binding to eIF4G | P63073+Q04637 | TR-FRET eIF4E-eIF4GI(517-606) binding, 2 h | inhibition, % at 21.7 µM | 0.37% of 220,000 active | AID 782;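 note: 0% = full FRET control wells and 100% = background wells lacking eIF4GI fragment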
# KCC2 mod: modulators of human KCC2 chloride dependent transport; Q9H2X9; KCC2 cells, thallium flux FluoZin-2 fluorescence; B-score of Tl+ flux slope (higher = more flux/activation; lower = inhibition) at 10 µM; 2.2% of 190,000 active; AID 1456;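 active = thallium flux slope and its plate-corrected score both differing from the plate sample mean at a set confidence after two filtering rounds, in either direction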;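 note: slope of fluorescence scaled to starting intensity during 10 to 20 s after thallium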
# KLK5 inh: inhibitors of human kallikrein 5 | Q9Y337 | recombinant hK5, fluorogenic AMC substrate cleavage | inhibition, % at 5 µM | 0.59% of 210,000 active | AID 873;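 active = inhibition of 40% or more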;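 note: 0% = enzyme controls without compound and 100% = no-enzyme blanks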
# Rad51 HR inh: blocks human Rad51 in homologous recombination; Q06609; hRad51 DNA strand exchange, fluorescence dequenching; inhibition, % at 10 µM; 0.085% of 200,000 active; AID 1385;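 active = inhibition above 40% at the single screening dose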;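 note: 0% = DMSO control wells and 100% = blanks with heterologous ssDNA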
#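 Material: human Rad51–ssDNA filaments; Probe or stimulus: labelled 47-mer dsDNA for strand exchange; Doses: single 10 µM dose; Incubation: 37 °C 15-min filament assembly, 30-min compound preincubation, 15-min exchange; Technique: FRET fluorescence dequenching, excitation 485 nm, emission 520 nm; Measure: Fluorescence-based percent inhibition, control- and blank-normalised; Benchmarks: plate control and blank wells.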
# EBV gp42 block: inhibitors of Epstein-Barr virus glycoprotein 42 | Fluorescence polarization binding assay, mP read-out | inhibition, % (tested at 21.74 µM) | 0.42% of 220,000 active; in the data active = inhibition above about 50%
# Target sequence (Q1HVG2 whole entry, looked up): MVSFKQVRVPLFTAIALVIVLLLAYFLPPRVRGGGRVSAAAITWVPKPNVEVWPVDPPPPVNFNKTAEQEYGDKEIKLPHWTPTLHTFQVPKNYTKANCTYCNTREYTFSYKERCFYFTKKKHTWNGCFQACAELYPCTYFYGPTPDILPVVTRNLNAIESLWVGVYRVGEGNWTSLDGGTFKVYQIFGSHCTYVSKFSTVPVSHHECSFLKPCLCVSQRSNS
# Furin inh: inhibitors of human furin | P09958 | purified furin, fluorogenic substrate cleavage | inhibition, % at 30 µM | 0.061% of 220,000 active | AID 463115; in the data active = inhibition above about 25%; note: inactives centre near -15
# 14-3-3 Bad PPI: disrupts binding of bovine 14-3-3 zeta to phospho-Bad peptide. inhibition, % at 21.7 µM. P63103. 0.71% of 220,000 active. TR-FRET 14-3-3zeta/Dy647-pBad peptide displacement, 1 h;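 active = inhibition above about 70%, limit read from the data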;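 note: 0% = full 14-3-3 plus peptide FRET controls and 100% = background without 14-3-3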
# Target sequence (P63103 whole entry, looked up): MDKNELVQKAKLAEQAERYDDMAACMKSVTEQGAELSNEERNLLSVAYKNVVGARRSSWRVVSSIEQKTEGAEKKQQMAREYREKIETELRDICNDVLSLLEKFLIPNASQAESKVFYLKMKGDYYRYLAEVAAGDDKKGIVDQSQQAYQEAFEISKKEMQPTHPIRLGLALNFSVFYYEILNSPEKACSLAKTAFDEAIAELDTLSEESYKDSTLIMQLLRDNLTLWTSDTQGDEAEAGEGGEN
# thrombin 1536: inhibitors of human thrombin; P00734; alpha-thrombin, Boc-VPR-AMC fluorogenic substrate cleavage; inhibition, % at 5 µM; 0.26% of 220,000 active; AID 1046;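 active = inhibition at or above 40%; inactive = inhibition below 40%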;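 note: 0% = enzyme with no compound and 100% = wells without enzyme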
#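 Material: human alpha-thrombin protein; Also added: Boc-VPR-AMC substrate, 15 µM final; Timing: enzyme reaction carried out at room temperature; Signal: fluorescence, ex 355 nm, em 460 nm; Measure: % inhibition of thrombin; Controls: enzyme without compound as high, wells lacking enzyme as low.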
# Starred values were filed as active, the others as inactive; . = not tested or not shown; [ ] = another dose, or the depositor's remark.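 Rule for the calls, unless noted: active = inhibition above about 30% (limit read from the data); inactive = the rest.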
canonical_smiles	thrombin 1536	KLK5 inh	Furin inh	14-3-3 Bad PPI	NCF1 inh	KCC2 mod	Rad51 HR inh	EBV gp42 block	eIF4E-4G inh
Cc1nc(-c2cccc(NC(=O)c3cccs3)c2)cs1	3	-7	5[20 µM]	-2	-12	-1.3	10	-24	8
O=C(NCc1ccco1)C1CCN(S(=O)(=O)N2CCOCC2)CC1	-1	-5	-7	3[fluorescence artefact?]	1	-0.2	2	-3	-5[fluorescence artefact?]
Cc1cn2c(-c3cccnc3)nnc2s1	1	-11	-18[20 µM]	0[fluorescence artefact?]	-2	.	-5	-21	2[fluorescence artefact?]
CCCCNS(=O)(=O)c1ccc2nc(-c3cccnc3)cc(C(=O)NCCOC)c2c1	-2	1	-9	4	-10	0.69	0	-7	1
CCN(CC)C(=O)C1CCN(S(=O)(=O)c2ccc(-n3cnnn3)cc2)CC1	-8	0	-11	23	0	.	-3	2	0
Cc1ccc(-n2nc(C(=O)c3ccccc3)n3c(=O)cc(-c4ccccc4)nc23)cc1	0	-7	-9[20 µM]	-17[fluorescence artefact?]	-32	0.27	1	-47	-19
CSc1nsc(SC)c1CO	-2	-2	-8	-4	-17	-0.0058	-13	-6	2
O=C(Nc1nccs1)C1(c2ccc(Cl)cc2)CC1	-7	-4	-19	-3	-5	0.98	-1	-3	1
Cc1c(Cl)c([N+](=O)[O-])nn1CC(=O)NCc1cccnc1	-9	2	-23	-1	-1	0.2	-2	-11	0
CCOc1ccc(OCc2cccc(C(=O)N3CCCC3)c2)cc1	2	-5	-10[20 µM]	4	6	-0.5	-3	-19	-11
CN(/C(=N\S(=O)(=O)c1ccccc1)C(F)(F)F)c1ccccc1	0	-1	-7[20 µM]	54[fluorescence artefact?]	-20	.	-6	-6	3
O=C(c1ccccc1)c1cc(-c2ccccn2)c(N2CCOCC2)s1	-4	1	0	-10	-2	.	-4	1	0
CCCNC(=S)Nc1ccccc1	-3	-1	-29	2	-4	0.27	8	-17	1
CC(=O)Nc1ccc(S(=O)(=O)N2CCN(Cc3cccc([N+](=O)[O-])c3)CC2)cc1	0	1	-33	2	-4	0.54	8	-5	-1
CCNC(=O)CCSc1nnc(-c2ccncc2)o1	-6	-6	-5	-9	-4	-0.28	.	-2	-2
CCOP(=O)(c1c(F)c(F)c(F)c(F)c1F)C(O)c1ccccc1 (stereo not drawn)	-1	-12	-23	-5[fluorescence artefact?]	-5	0.91	13	-18	-6[fluorescence artefact?]
CCOCCCNS(=O)(=O)c1ccc(NC(=O)c2ccccc2)cc1	2	-23	-18[20 µM]	-1	-9	0.6	-2	-2	-1
COC(=O)c1ccc(/C=N/NC(=O)CCSc2nc3ccccc3s2)cc1	5	-15	-21	-1	-4	-0.053	-10	-19	4[fluorescence artefact?]
COc1ccc(CSCCc2n[nH]c(=S)n2-c2ccccc2)cc1	-3	-9	-10	-5	0	0.55	3	5	-3
O=c1c(C=Nc2cccc(C(F)(F)F)c2)c[nH]n1-c1cccc(Cl)n1	-1	-5	-6[20 µM]	10	-8	.	-7	-22	-26

canonical_smiles	thrombin 1536	KLK5 inh	Furin inh	14-3-3 Bad PPI	NCF1 inh	KCC2 mod	Rad51 HR inh	EBV gp42 block	eIF4E-4G inh
Oc1ccc(/C=N/n2c(-c3ccco3)csc2=Nc2cccnc2)c(O)c1	-10	-17	-12	0	-1	-0.36	-2	13	1
COc1ccc(OC)c(NC(=O)CSc2ccc3nnc(-c4cccnc4)n3n2)c1	-26	-7	-22	-9	-2	0.061	2	-2	-1
CC(=O)OCC1=C(C(=O)O)N2C(=O)C(NC(=O)Cn3nc(C(F)F)c(Cl)c3C)C2SC1 (stereo not drawn)	-11	-51	-11	18	-19	0.72	-25	3	0
COc1ccc(N2CCN(C(=O)c3ccc4c(c3)OCO4)CC2)cc1	-2	0	-22	-3	-7	0.037	.	-10	-5
COc1cc(/C=C2\SC(=S)N(CC(=O)NC(C)(C)C)C2=O)cc(OC)c1OC	7	15	-13	2	-81	-0.31	-7	-22	0
O=c1[nH]c(CSc2ncnc3sc(-c4ccccc4)cc23)nc2ccccc12	0	-7	-5	50	-38	27*	14	-13	10
O=C(COC(=O)c1cc(=O)[nH]c2ccccc12)NC1CCCCCCC1	-6	-4	-22	-3	-10	-0.83	0	-20	3
Cn1c(C(=O)N2CCC(C(N)=O)CC2)cc2c(=O)n(C)c3ccccc3c21	0	-6	-38	7	-3	.	-4	-17	3
COc1ccc(C2C=C(C34CC5CC(CC(C5)C3)C4)NC(=S)N2)cc1OC (stereo not drawn)	-3	3	-22	-4	-16	0.1	0	0	3
COc1cc(/C=N/NC(=O)c2cnccn2)cc(OC)c1OC	-8	-6	-5	2	-9	0.84	-3	-8	-2
O=C1c2cccc(OCC(=O)N3CCCc4ccccc43)c2CCN1Cc1ccccc1	-5	-8	-17	3	-3	-0.38	11	-5	7[fluorescence artefact?]
O=C(COC(=O)CCSc1ccccc1Cl)NCc1ccco1	-6	-6	-14	-5	-6	-1	9	17	-1
CC(=O)CCCCn1cnc2c1c(=O)n(C)c(=O)n2C	.	.	.	-1	15	0.86	-5	-10	6
O=c1c2cc3ccccc3n2cnn1Cc1ccccc1F	-5	1	-12	3[fluorescence artefact?]	-18	-0.09	-22	-7	-3
COC(=O)c1cccc(S(=O)(=O)N2CCN(c3nc4ccccc4s3)CC2)c1	1	-100	-5[20 µM]	-16[fluorescence artefact?]	-6	-0.16	8	-10	1[fluorescence artefact?]
CCOC(=O)c1ccc(NC(=O)CCS(=O)(=O)c2ccc(Br)s2)cc1	1	3	-17[20 µM]	34	-18	.	-2	-9	3
Cc1cc(C)c[n+](-c2nc3ccccc3nc2[N-]S(=O)(=O)c2ccc(Cl)cc2)c1	-7	-4	-32	2	-1	0.026	1	31	-6
Cc1cc(C)n2ncc(C(=O)NCc3ccc(Cl)cc3)c2n1	2	-11	-17[20 µM]	1	-10	-0.64	4	-3	6
COc1ccc2c(c1)CC/C(=C\C=C\c1ccccc1)C2=O	2	-4	-19[20 µM]	-10	-27	0.29	-2	-10	-2
CCOc1ccc(NC(=O)CC2C(=O)N(c3ccccc3)C(=O)N2Cc2ccco2)cc1 (stereo not drawn)	0	1	-15	-8	-7	-1.2	-28	-11	3

canonical_smiles	thrombin 1536	KLK5 inh	Furin inh	14-3-3 Bad PPI	NCF1 inh	KCC2 mod	Rad51 HR inh	EBV gp42 block	eIF4E-4G inh
CCc1ccccc1NC(=O)Cn1nnc(C(=O)NCc2cccs2)c1N	-3	-14	-16	-2	-2	-0.019	-3	-4	4
Cc1cc(C)c(NC(=O)CN2CCN(C)CC2)c(C)c1	-4	-2	-32	0	-10	0.5	-3	-2	0
COc1ccc2nc(Nc3nc(CSc4nnc(C)s4)cc(=O)[nH]3)nc(C)c2c1	-1	-6	-12	6	-1	-2.7	.	5	3
COc1cc(/C=N/NC(=O)c2ccccc2)ccc1OS(=O)(=O)c1ccccc1	0	-9	-12	-2[fluorescence artefact?]	-19	-3.2	21	8	22[fluorescence artefact?]
Cc1ccc(NC(=O)CN2C(=O)NC3(CCC(C)CC3)C2=O)c(Cl)c1 (stereo not drawn)	2	-18	-22	-8	1	-0.17	6	-7	6[fluorescence artefact?]
COc1ccc(CCN2C(=O)NC(NS(=O)(=O)c3ccc(N)cc3)(C(F)(F)F)C2=O)cc1OC (stereo not drawn)	9	-5	-19	-12	13	0.44	.	-20	-7
CCc1ccc(C(=O)c2oc3nc(C)cc(C)c3c2N)cc1	2	0	-9[20 µM]	2	-16	-0.38	2	-10	-7
COc1cc(C=Nc2cccc([N+](=O)[O-])c2C)ccc1OC(C)=O	-10	-19	-16	-8	-5	0.041	-2	0	1[fluorescence artefact?]
CC(C)(C)SCCNC(=O)/C=C/c1ccc([N+](=O)[O-])cc1	18	7	-6	9	-3	-0.13	3	5	5
O=C(Cc1ccc([N+](=O)[O-])cc1)N1CCCCCC1	0	-5	-17	-4	3	0.21	17	-8	-1
Cc1cc(F)ccc1NCc1cccnc1	-3	2	-19[20 µM]	3[fluorescence artefact?]	-4	-0.61	-3	-14	1
CCCCOc1ccc(C(=O)N2CC(C)OC(C)C2)cc1 (stereo not drawn)	-5	0	-7[20 µM]	-10	0	0.41	-2	-20	12
Cc1ccc(NC(=O)c2ccc(F)c(S(=O)(=O)N3CCOCC3)c2)cc1F	2	6	-21	7	-8	0.17	-5	-12	-2
Cc1cccc(C)c1NC(=O)CSc1nnc(-c2ccoc2C)n1C	-4	8	-5	-6	-5	-0.0084	4	0	9
COc1cccc(NC(=S)NC(=O)c2c(Cl)c(C)nn2C)c1	3	-5	-21	-17	-15	39*	.	-15	-2
Cc1cc(OCCN2CCCC2)ccc1[N+](=O)[O-]	-5	-17	-25	19	-2	1.2	.	5	3
COC(=O)CCNC(=O)c1ccc2[nH]c(C)c(C)c2c1	11	18	-15	5	7	1.7	-13	6	-1
COCCNC(=O)c1sc2nc(-c3ccccc3)cn2c1C	2	-8	-13	-5	5	-0.54	.	-12	4
Cc1cccc(-c2c3c(=O)n(C)c(=O)n(C)c3cn2C(C)C)c1	3	-9	-11	-6	-10	.	-3	-28	-14[fluorescence artefact?]
O=C(c1ccc(-c2ccccc2)cc1)c1ccccc1C(=O)N1CCOCC1	-2	2	-2[20 µM]	66	-7	-2.6	-5	-17	7

# Some of these compounds in order of number of heavy atoms, falling:
canonical_smiles	thrombin 1536	KLK5 inh	Furin inh	14-3-3 Bad PPI	NCF1 inh	KCC2 mod	Rad51 HR inh	EBV gp42 block	eIF4E-4G inh
CCN(CC)C(=O)C1CCN(S(=O)(=O)c2ccc(-n3cnnn3)cc2)CC1	-8	0	-11	23	0	.	-3	2	0
COc1ccc2c(c1)CC/C(=C\C=C\c1ccccc1)C2=O	2	-4	-19[20 µM]	-10	-27	0.29	-2	-10	-2
CCNC(=O)CCSc1nnc(-c2ccncc2)o1	-6	-6	-5	-9	-4	-0.28	.	-2	-2

# Additional compounds
canonical_smiles	thrombin 1536	KLK5 inh	Furin inh	14-3-3 Bad PPI	NCF1 inh	KCC2 mod	Rad51 HR inh	EBV gp42 block	eIF4E-4G inh
COc1ccc(N2CCN(CC(O)COCCOc3ccc(Br)cc3)CC2)cc1 (stereo not drawn)	-4	-13	-11	24	-1	-0.66	.	4	-6
COc1cccc(C(=O)Nn2c(-c3cccs3)nc3ccccc3c2=O)c1OC	-7	-13	1	-16[fluorescence artefact?]	-4	-0.16	7	8	1
COc1ccc(CN(Cc2ccco2)S(=O)(=O)c2ccc(S(=O)(=O)N3CCCC3)cc2)cc1	-4	1	-9[20 µM]	11[fluorescence artefact?]	-11	.	3	-12	0[fluorescence artefact?]
Cc1ccc2c(c1)c1c3n2CCN(C(=O)C2CC2)C3CCC1 (stereo not drawn)	-7	-5	-18	-3	-6	.	-1	1	0
CS(=O)(=O)NCCSc1cc(C(F)(F)F)nc2ccccc12	-1	-1	-22	5	-5	-2.8	4	-10	2
CCOC(=O)N(C)c1ccc(C(O)(C(F)(F)F)C(F)(F)F)cc1	-3	-15	-13[20 µM]	-4	-11	0.37	0	-11	-6
CC(NC(=O)CNC(=O)OCc1ccccc1)C(=O)N1CC(O)CC1C(=O)OCc1ccccc1 (stereo not drawn)	-6	-18	-15	-2[fluorescence artefact?]	-2	.	-10	-11	5[fluorescence artefact?]
Cc1c(N)cccc1-n1cccc1	-2	.	-19	0	-3	0.0015	.	-14	5
O=S(=O)(/N=C(/Nc1ccccc1)c1ccccc1O)c1ccccc1	-4	-3	-28	-5	9	0.45	4	-10	1
COc1ccc(C(=O)NC(=S)Nc2ccc(CN3CCCCC3)cc2)cc1Cl	-17	-2	-15	-3	-1	0.9	5	-12	3

# Assay outcomes from PubChem BioAssay.
